Screening results deposited in PubChem by National Center for Advancing Translational Sciences (NCATS).
Tau fluor cs = counter-screen for tau fibril formation inhibitors; tau K18 P301L Alexa594 fluorescence, heparin fibrillization; Potency, µM (highest dose often 57.7 µM), inactives show at the top dose activity change, negative = decrease; hit rate 0.93% among 280,000; AID 1463; note: nearly all actives have a fitted effect of over 55% in size
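Human tau K18 P301L (15 uM unlabeled, 0.24 uM Alexa 594-labeled) in 100 mM sodium acetate pH 7 with 20 uM heparin, 6 hr at 37 C. ThT 30 uM added, 1 hr ambient; Alexa 594 FP and total fluorescence read at 555/632 nm.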
ALDH1A1 block = blocks purified human ALDH1A1 activity; P00352; AID 1030; Purified ALDH1A1, NADH fluorescence, propionaldehyde substrate; Potency, µM (top dose mostly 75.3 µM), for the others: at the highest dose activity, negative = inhibition, usual class: inhibitors; hit rate 7.3% among 220,000; active = well fitted inhibition curve with a large enough effect, not every such curve was filed as active; inconclusive = small, poorly fitted or top-dose-only effect, or another doubt; inactive = no such curve, though single readings can be large or run the other way;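 note: plate controls were no enzyme wells and a reference inhibitor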
Tau fibril ThT = blocks human tau fibril formation measured by thioflavin T; P10636; recombinant tau K18 P301L (four-repeat tau fragment), heparin-induced fibrillization, ThT fluorescence; Potency, µM (doses to about 57.4 µM), without a hit: top-dose activity, negative = inhibition, actives largely listed as inhibitors; hit rate 2.1% among 270,000; AID 1460; note: nearly all actives have a fitted effect of over 55% in size
Target sequence (P10636 561-689 P618L limits assumed): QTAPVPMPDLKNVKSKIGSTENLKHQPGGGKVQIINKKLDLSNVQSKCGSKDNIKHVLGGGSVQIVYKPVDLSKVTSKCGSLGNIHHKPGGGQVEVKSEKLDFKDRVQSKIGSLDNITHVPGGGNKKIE
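Aggregation was driven by heparin (20 uM final) acting on recombinant tau […] bearing P301L in 100 mM sodium acetate pH 7; fibrils were detected with Thioflavin T.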
TRb SRC2 PPI = disrupts binding of human TR beta to SRC2. P10828. TRbeta-SRC2 peptide binding, fluorescence polarization; receptor liganded with 1 µM T3. Potency, µM (highest dose often 106 µM), for inactives: top-dose activity change, negative = inhibition, most hits filed as inhibitors. hit rate 0.065% among 280,000;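 note: plate controls were bound peptide for no effect and peptide without receptor for full effect; nearly all actives have a fitted effect of over 50% in size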
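Fluorescence polarization of 20 nM Texas Red SRC2 peptide (20-aa NR interaction domain) bound to 0.6 uM human TRb ligand-binding domain, with 1 uM T3, after 5 hr at ambient temperature; inhibition seen as decreased polarization.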
aGal spleen mod = alpha-galactosidase A (human) modulation; P06280; human spleen homogenate, 4MU-alpha-Gal fluorescence, 40 min; Potency, µM (highest dose often 80 µM), for the others: at the highest dose activity change, negative = inhibition, usual class: inhibitors; hit rate 0.008% among 240,000;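 note: 0% = enzyme with vehicle and -100% = no enzyme basal signal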
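Spleen homogenate 1 ug + cpd (titration) + 4-MU-alpha-D-galactopyranoside 1 mM; 37C 40 min; 50 mM citrate/phosphate pH 5.0, 0.01% Tween-20; stop pH 10; fluorescence 365/440; AC50 via Hill.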
TexasRed fluor = Texas Red fluorescence interference in TRb-SRC2 counter-screen; TRb/SRC2 Texas Red total fluorescence interference; Potency, µM (titrated, usually from 106 µM), for inactives: top-dose fluorescence change, negative = quenching; hit rate 0.29% among 280,000; AID 1479; active = well fitted curve in either direction with a large enough effect; inconclusive = small, poorly fitted or top-dose-only effect
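Flags fluorescent or light-absorbing compounds by total fluorescence, S + 2P, at 555 nm excitation and 632 nm emission. Mixture: 20 nM Texas Red SRC2 peptide, 0.6 uM human TRb LBD, 1 uM T3, 5% DMSO; compound exposure 5 h at ambient temperature.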
L3MBTL1 block = inhibitors of human L3MBTL1; Potency, µM (titrated, usually from 57.1 µM), for the others: at the highest dose activity, negative = inhibition, actives largely listed as inhibitors; Q9Y468; AlphaScreen L3MBTL1–H3K9me1 peptide binding; hit rate 0.66% among 230,000; note: nearly all actives have a fitted effect of over 60% in size
Target sequence (Q9Y468 whole entry, looked up): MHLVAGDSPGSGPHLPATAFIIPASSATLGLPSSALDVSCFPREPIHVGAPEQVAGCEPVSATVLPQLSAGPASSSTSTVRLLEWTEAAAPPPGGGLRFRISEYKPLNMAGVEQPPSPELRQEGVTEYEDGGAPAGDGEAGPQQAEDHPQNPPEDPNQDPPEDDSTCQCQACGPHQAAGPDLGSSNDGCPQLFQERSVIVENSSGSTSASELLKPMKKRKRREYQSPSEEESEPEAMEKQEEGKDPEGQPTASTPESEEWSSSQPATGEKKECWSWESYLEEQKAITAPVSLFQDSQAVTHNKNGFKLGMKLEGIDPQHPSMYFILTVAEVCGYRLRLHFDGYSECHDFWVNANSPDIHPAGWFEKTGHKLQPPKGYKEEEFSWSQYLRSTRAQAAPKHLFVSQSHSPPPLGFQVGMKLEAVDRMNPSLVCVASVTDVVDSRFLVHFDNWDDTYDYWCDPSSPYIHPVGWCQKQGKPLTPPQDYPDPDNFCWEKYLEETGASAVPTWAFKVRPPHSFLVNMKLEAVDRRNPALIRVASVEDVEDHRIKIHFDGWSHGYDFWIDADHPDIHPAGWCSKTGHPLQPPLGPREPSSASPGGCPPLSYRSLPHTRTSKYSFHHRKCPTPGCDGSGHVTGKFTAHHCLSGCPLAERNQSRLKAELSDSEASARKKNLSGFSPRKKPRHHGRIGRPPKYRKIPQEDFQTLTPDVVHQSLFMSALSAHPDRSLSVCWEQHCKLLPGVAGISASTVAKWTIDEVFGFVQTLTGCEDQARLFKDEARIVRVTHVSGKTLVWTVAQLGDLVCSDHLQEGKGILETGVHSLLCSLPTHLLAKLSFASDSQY
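AlphaScreen proximity signal between nickel-chelate acceptor and streptavidin donor beads (final 10 ug/mL) reports binding of 50 nM L3MBTL1 to 75 nM biotin-H3 K9me1 peptide; complex incubated with compounds 30 min at room temperature; cefsulodin titration as control.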
Tau fibril FP = inhibitors of human tau fibril formation. P10636. K18 P301L tau heparin fibrillization, Alexa594 FP, 6 h. Potency, µM (top dose mostly 57.7 µM), inactives show at the top dose activity, negative = inhibition, actives largely listed as inhibitors. hit rate 0.39% among 280,000; note: nearly all actives have a fitted effect of over 55% in size
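Recombinant K18 P301L […], labeled with Alexa 594 at 0.24 uM over 15 uM unlabeled; heparin inducer 20 uM final; 37 C, 6 hr; FP endpoint.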
Starred values were filed as active, the others as inactive; ? = inconclusive; . = no result given; & = joins results of further samples; [ ] = remark or other dose. Unless noted, calls come from the whole dose curve; as a rule, active = well fitted curve in the direction sought with a large enough effect; inconclusive = small, poorly fitted or top-dose-only effect, or another doubt; inactive = no such curve, though single readings can be large; an effect the other way counts as inactive or inconclusive. Unless noted, % is set by controls: 0 for no effect and ±100 for the full control effect; potency is the fitted concentration of half-maximal effect. Rows were taken by chance; about 8.5% have a hit in one of these screens.

Compound,Tau fluor cs,ALDH1A1 block,Tau fibril ThT,TRb SRC2 PPI,aGal spleen mod,TexasRed fluor,L3MBTL1 block,Tau fibril FP
Cc1nn(Cc2ccc(Cl)cc2Cl)c(C)c1NC(=O)NC12CC3CC(CC(C3)C1)C2,-14%,?,-16%,-8%,-6%,-3%,.,1%
CCOc1ccc(Nc2nc(C)c(NC(=O)c3cccc(F)c3)c(Nc3ccc(OCC)cc3)n2)cc1,7.9µM*[quencher],.,?,6%,.,-2%,.,10%
O=C(CN1CCOCC1)Nc1nc2ccc(F)cc2s1,-13%,9%,-14%,1%,3%,-1%,.,0%
COc1cccc2cc(-c3nnc(SCC(=O)NCc4ccccc4)n3C)oc12,-4%,11%,?,-4%,-2%,0%,-2%,1%
CCOc1cc(N2CCOCC2)c(OCC)cc1NC(=O)[C@H](C)N1C(=O)C2CC=CCC2C1=O (stereo partly specified),-3%,-6%,-1%,3%,-1%,0%,1%,4%
O=C(CC1C(=O)NCCN1Cc1c(F)cccc1Cl)NCc1ccccc1 (stereo unspecified),-8%,-2%,-6%,-2%,6%,-7%,42%[activator],-8%[2.34 µM]
CC1(C)Cc2ccccc2-c2nc(NCCCO)n(-c3ccccc3)c(=O)c21,3%,?,-3%,-17%,28%,-13%,1%,11%
CC(=O)c1sc(NC(=O)COc2ccc([N+](=O)[O-])cc2)nc1C,-15%,0%,?,-1%,-4%,-4%,3%,-4%
Cc1cccc(NC(=O)c2cc(-c3ccccn3)nc3ccccc23)c1C,-14%,-1%,-15%,-8%,4%,-1%,-11%,-11%
CCOC(=O)C(=CNc1cc(C)nn1C(C)(C)C)C(=O)OCC,-9%,2%,2%,10%,-2%,-1%,7%,2%
Cc1cc(C)c(NC(=O)Cn2c(=O)n(CCC(=O)N3CCc4ccccc4C3)c(=O)c3ccccc32)c(C)c1,-9%,.,-4%,-1%,.,4%,.,-7%
Cc1ccccc1NC(=O)CCS(=O)(=O)c1cc(Br)cc2c1N(C(=O)C1CC1)CC2,-8%,.,-3%,0%,.,-1%,.,?
COc1cc(CCC(=O)OCC(=O)NCc2ccccc2)cc(OC)c1OC,-8%,-5%,-6%,-2%,0%,-4%,.,-12%
COC(=O)C1CC(O)CN1S(=O)(=O)c1cccs1 (stereo unspecified),-4%,3%,-5%,6%,1%,-1%,5%,-5%
Cc1ccc(NC(=O)CN(C)c2ccc(S(=O)(=O)N3CCN(C)CC3)cn2)cc1,5%,2%,4%,-3%,0%,-2%,2%,8%
N#Cc1cccc(Oc2ccc(-c3cnc4ccccc4n3)cc2)c1C#N,-7%,11%,4%,1%,1%,-14%,16%,-4%
Nn1c(Cc2ccccc2F)nnc1SCC(=O)N1CC(=O)Nc2ccccc21,-4%,4%,-11%,5%,-4%,0%,-13%,-3%
Cc1ccc(-n2c(SCC(=O)N3CCOCC3)nnc2-c2cccnc2)cc1C,-8%,6%,-7%,10%,-18%,1%,1%,-3%
Cc1cccc(NC(=O)c2ccc(NCCc3ccccc3)c([N+](=O)[O-])c2)c1,-9%,8%,-11%,0%,-12%,3%,-4%,-13%
COc1cc(SC)ccc1C(=O)N1CCCCCC1,4%,6%,3%,-20%,-3%,-2%,-6%,0%

The final 2 compounds of the part before are carried over, then new ones follow:
Compound,Tau fluor cs,ALDH1A1 block,Tau fibril ThT,TRb SRC2 PPI,aGal spleen mod,TexasRed fluor,L3MBTL1 block,Tau fibril FP
Cc1cccc(NC(=O)c2ccc(NCCc3ccccc3)c([N+](=O)[O-])c2)c1,-9%,8%,-11%,0%,-12%,3%,-4%,-13%
COc1cc(SC)ccc1C(=O)N1CCCCCC1,4%,6%,3%,-20%,-3%,-2%,-6%,0%
CCCn1cc(S(=O)(=O)c2ccc(OC)cc2)c(=O)c2cc(F)c(N3CCCC(C)C3)cc21 (stereo unspecified),-17%,.,-14%,-2%,.,-3%,.,-6%
O=C(Nc1nnc(-c2ccccc2Cl)o1)c1ccc(S(=O)(=O)N2CCCCCC2)cc1,-3%,12%,-4%,-5%,3%,-1%,13%,-6%
CCOc1ccc(NC(=O)CCn2cccc2)cc1,-14%,-6%,-20%,5%,2%,1%,-1%,-10%
CCOc1ccc(N2C(=O)CC(SC(=NC)Nc3cccc(OC)c3)C2=O)cc1 (stereo unspecified),1%,-3%,1%,-7%,4%,1%,-3%,-7%
CN1Cc2ccccc2N(CC(=O)NCc2ccccc2)C1=O,-7%,8%,-5%,4%,2%,2%,.,-2%
COc1ccc(NC(=O)C(C)N2c3cccc4cccc(c34)S2(=O)=O)cc1 (stereo unspecified),-22%,?,-7%,7%,4%,1%,.,-3%
CSc1ncc(C(=O)N2CCN(c3cccc(Cl)c3)CC2)c(C)n1,-12%,.,-10%,-4%,.,?,.,5%
COc1ccc(CCNC(=O)c2cc(=O)[nH]c3ccc(S(=O)(=O)N4CCCCC4C)cc23)cc1OC (stereo unspecified),-16%,.,2%,0%,.,-4%,.,-13%
Cc1c(C)c(C)c(/C=[N+](/C)[O-])c(C)c1C,-1%,8%,2%,-6%,-2%,0%,23%,-7%
O=[N+]([O-])c1ccc(-n2cccc2/C=N/Nc2nc(N3CCCCC3)nc(N3CCCCC3)n2)cc1,-1%,3%,0%,-2%,-3%,0%,?,-1%
CC(C)CN(C(=O)COC(=O)c1ccc([N+](=O)[O-])o1)C1CCS(=O)(=O)C1 (stereo unspecified),-9%,-5%,-13%,-1%,8%,0%,?,-4%
CNC(=O)NC(=O)C(C)OC(=O)c1c(C)noc1C (stereo unspecified),-2%,6%,-2%,-4%,-7%,1%,.,5%
COC(=O)c1ccc(Cl)c(NC(=O)CN(c2ccccc2)S(=O)(=O)c2ccc(OC)cc2)c1,?,-15%,-2%,6%,-8%,-2%,-4%,-1%
COC(=O)c1nnn(CC(=O)NC(=O)Nc2c(C)cccc2C)c1C(=O)OC,-20%&-4%,15%,-15%&-2%,-2%&-1%,-6%,-3%&-1%,6%,-8%&-6%
CCOC(=O)Cc1csc(SCc2nc3ccccc3c(=O)[nH]2)n1,-3%,-6%,-6%,1%,7%,-5%,-3%,-9%
Cc1onc(-c2ccc(Cl)cc2)c1-c1ccnc(SCC(=O)Nc2cc(Cl)cc(Cl)c2)n1,?,.,2%,-1%,7%,0%,2%,?
O=C(Nc1cccnc1)OC1CCCC1,5%,11%,4%,-4%,3%,-1%,-2%,0%
Cc1cccc(N(C(=O)c2nsc(Cl)c2Cl)C(C(=O)NC2CCCC2)c2ccc(O)cc2)c1C (stereo unspecified),-26%,-5%,-14%,4%,-6%,0%,-6%,-21%
CCOC(=O)C1CCN(C(=O)C2(NC(=O)Nc3cccc(F)c3)CCCCC2)CC1,-14%,4%,-4%,6%,0%,-5%,?,-2%
CCOc1ccc2nc(Cl)c(C3CC(c4ccccc4)=NN3C(=O)CCC(=O)O)cc2c1 (stereo unspecified),0%,.,6%,0%,.,-6%,.,-9%
COc1ccc(OC)c(CCNC(=O)CC2Oc3ccccc3NC2=O)c1 (stereo unspecified),-15%,5%,-19%,-10%,-3%,-2%,.,-8%
O=C1C(c2cccc(Br)c2)N(CCc2ccccc2)C(=O)CN1C1CCCCC1 (stereo unspecified),-2%,.,-2%,1%,.,-2%,.,6%
CCC(OCC(O)CN1CCN(CCN2C(=O)c3cccc4cccc(c34)C2=O)CC1)c1ccccc1 (stereo unspecified),10%,?,9%,-5%[53 µM],2%,0%[53 µM],-1%,-3%
CN(Cc1ccccc1)C(=O)CN(c1ccc(F)cc1)S(=O)(=O)c1ccc2c(c1)OCCO2,1%,-1%,0%,-3%,-7%,-2%,?,5%
Cc1ccc2nc(Cl)c(C#N)cc2c1,-11%,-7%,-7%,-1%,4%,-2%,21%,-2%
CS(=O)(=O)c1ncc(N(Cc2ccco2)Cc2cccs2)c(C(=O)Nc2ccccc2F)n1,-15%,.,0%,2%,.,0%,.,4%
CCn1nnc(NC(=O)c2ccc(-c3ccc(Cl)cc3)o2)n1,-6%,?,-20%,-17%,-11%,0%,-4%,6%
Cc1ccccc1C(=O)Nc1ccc2nc(SCCOc3ccccc3)sc2c1,-17%,.,-10%,-1%,.,-1%,.,?
CC1=CC(C)(C)Nc2ccc(OC(=O)CN3C(=O)C4CCCCC4C3=O)cc21 (stereo unspecified),?,?,?,-5%,1%,-6%,.,5%
COc1ccc(C(=O)Nc2nc3c(s2)CCc2cc(OC)ccc2-3)cc1,11µM*[quencher],.,10µM*,3%,.,-1%,.,?
CCCOc1ccc(-c2nnc(-c3cccs3)o2)cc1,-3%,?,-7%,-8%,5%,3%,2%,1%
O=c1c2ccccc2c(C=NCCc2ccccc2)c(O)n1Cc1ccccc1,?,-10%,-14%,-3%,-9%,-3%,.,-11%
COc1ccccc1N1CCN(c2nc3ccc(C(=O)c4ccccc4)cc3n3c(C)nnc23)CC1,-7%,.,-1%,0%,.,-3%,.,2%
COC(=O)c1cc(OC)c(OC)cc1NC(=O)C(C)c1ccc([N+](=O)[O-])cc1 (stereo unspecified),-28%,-5%,?,2%,2%,-3%,-7%,4%
Cc1cccc(C)c1OCC(=O)Nc1c(C(=O)c2ccccc2)oc2ccccc12,-14%,.,1%,1%,.,2%,.,?
O=C(COC(=O)c1cccc(S(=O)(=O)N2CCCC2)c1)Nc1ccccc1,-14%,3%,-9%,4%,4%,-3%,.,-3%
O=c1c2c3n(c(=O)nc2[nH]n1-c1ccccc1)CCCCC3,-2%,?,-9%,-3%,3%,3%,5%,-1%
Cc1ccc(-n2c(-c3ccco3)nc3nc4ccccc4nc32)cc1,-13%,?,-12%,-4%,8%,0%,-2%,-1%
O=C(Nc1ccc(N2CCOCC2)c(Cl)c1)c1c(F)c(F)c(F)c(F)c1F,?,2%,-13%,0%,-3%,-2%,0%,-12%
